CIT2 TOR yeast = alters CIT2-GFP fluorescence in TOR pathway yeast screen; S. cerevisiae CIT2-GFP strain, flow cytometry, 3 h; 100 means same as DMSO wells; GFP response vs DMSO, % at 10 µM; hit rate 0.065% among 320,000; AID 2029;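 active means GFP response relative to DMSO above a set limit, near the screen mean plus 3 SD, cut at about 150% in these data; inconclusive means Fewer than 70 cells measured for a yeast strain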;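 further: ratio of well median GFP fluorescence to mean of DMSO wells on the plate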
AHR act = activators of human aryl hydrocarbon receptor | AHR-responsive luciferase reporter cells, luminescence | activation, % at 5 µM | hit rate 2.5% among 320,000; in the data active means activation above about 47%;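 further: 0% = vehicle wells and 100% = reference agonist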
Target sequence (P35869 whole entry, looked up): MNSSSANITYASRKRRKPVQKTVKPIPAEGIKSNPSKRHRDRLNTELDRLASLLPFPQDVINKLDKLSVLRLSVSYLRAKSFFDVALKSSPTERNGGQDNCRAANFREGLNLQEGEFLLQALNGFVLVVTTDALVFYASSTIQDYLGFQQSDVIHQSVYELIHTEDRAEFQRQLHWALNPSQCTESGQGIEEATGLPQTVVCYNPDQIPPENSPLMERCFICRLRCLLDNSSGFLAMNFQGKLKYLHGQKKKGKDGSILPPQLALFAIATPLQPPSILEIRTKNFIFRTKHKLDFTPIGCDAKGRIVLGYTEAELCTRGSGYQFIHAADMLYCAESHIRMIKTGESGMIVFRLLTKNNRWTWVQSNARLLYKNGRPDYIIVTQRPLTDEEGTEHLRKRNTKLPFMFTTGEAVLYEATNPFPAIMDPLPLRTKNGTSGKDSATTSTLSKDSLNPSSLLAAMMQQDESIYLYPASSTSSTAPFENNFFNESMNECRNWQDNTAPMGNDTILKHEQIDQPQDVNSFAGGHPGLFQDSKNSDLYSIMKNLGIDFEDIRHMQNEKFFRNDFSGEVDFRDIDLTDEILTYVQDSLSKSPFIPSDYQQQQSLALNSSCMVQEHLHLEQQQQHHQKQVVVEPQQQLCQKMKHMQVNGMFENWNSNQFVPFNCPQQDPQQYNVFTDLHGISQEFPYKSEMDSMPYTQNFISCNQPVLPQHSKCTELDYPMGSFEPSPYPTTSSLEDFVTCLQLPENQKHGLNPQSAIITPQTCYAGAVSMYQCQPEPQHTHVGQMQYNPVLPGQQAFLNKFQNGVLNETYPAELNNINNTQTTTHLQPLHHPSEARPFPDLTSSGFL
RPL19A TOR yeast = modulators of TOR pathway RPL19A-GFP in S. cerevisiae; S. cerevisiae RPL19A-GFP strain, flow cytometry, 3 h; hits give low values; percent response vs DMSO, % at 10 µM; hit rate 0.3% among 330,000; AID 2025;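 active means percent response vs DMSO below 50%; inconclusive means fewer than 70 events counted for the yeast strain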;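 further: median channel GFP fluorescence of the barcoded RPL19A-GFP strain; ratio of sample median GFP to plate DMSO average so 100% = DMSO; lower means less RPL19A-GFP as with rapamycin TOR inhibition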
MEP2 TOR yeast = yeast TOR pathway MEP2-GFP modulation | S. cerevisiae MEP2-GFP strain, flow cytometry GFP, 3 h; 100% = DMSO control level | GFP response vs DMSO, % at 10 µM | hit rate 0.51% among 330,000 | AID 2016;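 active means GFP response versus DMSO above a set limit, roughly screen mean plus 3 SD, cut at about 180% in these data; inconclusive means fewer than 70 cells counted for a yeast strain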;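 further: median GFP fluorescence of the barcode-gated MEP2-GFP cells per well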
Yeast superoxide = lowers age-related superoxide in aged yeast cells; S. cerevisiae aged cells, superoxide DHE fluorescence; hits give low values; superoxide response (% of plate mean), % at 10 µM; hit rate 0.18% among 330,000;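 active means superoxide response under a set limit, about three screen SD below normal, cut at about 65% in these data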;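 further: yeast aged for seven days with compound at 30 °C before DHE staining; 100% = average MFI of all compound-treated wells on the plate with controls excluded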
LAP4 TOR yeast = modulators of TOR pathway LAP4-GFP in S. cerevisiae | S. cerevisiae LAP4-GFP multiplex, flow cytometry GFP, 3 h; median GFP as percent of DMSO wells | GFP response vs DMSO, % at 10 µM | hit rate 0.34% among 320,000 | AID 2023;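 active means GFP response vs DMSO above a set limit, about the screen mean plus 3 SD, cut at about 150% in these data; inconclusive means under 70 cell events counted for the yeast strain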
AGP1 TOR yeast = modulators of TOR pathway AGP1-GFP in S. cerevisiae; S. cerevisiae AGP1-GFP multiplex flow cytometry, 3 h; GFP as percent of DMSO wells; GFP response vs DMSO, % at 10 µM; hit rate 0.02% among 320,000;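 active means GFP response relative to DMSO above a set limit, near screen average plus 3 SD, cut at about 150% in these data; inconclusive means fewer than 70 cells counted for the yeast strain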;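 further: median GFP channel fluorescence of the gated AGP1 strain per well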
Efflux pump mplx = blocks antifungal efflux pumps in multiplex yeast assay; S. cerevisiae Candida pump triplex, Nile Red efflux; hit rate 0.44% among 330,000; inhibition, % at 10 µM;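 active means plate passing quality check with inhibition over a set limit, or well fluorescence over plate mean plus 4 SD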;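 further: Nile Red retained in pooled yeast measured as flow cytometry median fluorescence; 0% = buffer negative control and 100% = Enniatin B positive control; higher means more Nile Red kept so more efflux inhibition; some compounds called inactive have numbers as strong as hits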
Numbers without * were called inactive; ? = inconclusive; · = not tested or not shown.

Molecule	RPL19A TOR yeast	CIT2 TOR yeast	MEP2 TOR yeast	Yeast superoxide	Efflux pump mplx	LAP4 TOR yeast	AGP1 TOR yeast	AHR act
O=C(NCCO)c1ccc2c(c1)S(=O)(=O)c1ccccc1C2=O	105	107	104	108	-0.1	96	108	5
Cc1ccc(NC(=O)C2C3C=CC4(CN(Cc5cccnc5)C(=O)C24)O3)cc1F (configuration not stated)	95	99	95	90	0.0	100	97	2
CC(=O)N(c1ccc2oc(=O)sc2c1)S(=O)(=O)c1ccc(C)cc1	102	100	96	104	-0.2	97	104	1
C/C(=N\Nc1ccc([N+](=O)[O-])cc1)c1cc2ccccc2o1	95	86	101	87	0.1	109	93	81*
COc1ccc(CN2C(=O)C(C)N(C(=O)c3c(F)cccc3F)c3ccccc32)cc1 (configuration not stated)	102	99	94	86	-0.3	93	98	2
CCc1cc(Br)ccc1N1C(=O)C2CC=CCC2C1=O (configuration not stated)	99	97	99	109	0.0	101	102	1
COc1ccc(CCNC(=O)c2ccc(NS(=O)(=O)c3ccc4[nH]c(=O)[nH]c4c3)cc2)cc1OC	99	101	95	98	-0.1	97	105	0
CC1(C)Cc2cccc(OCC(=O)OCc3nnc(-c4ccc([N+](=O)[O-])cc4)o3)c2O1	96	87	97	85	0.0	107	98	1
CC(=O)N1c2ccc(S(=O)(=O)N3CCC(C(=O)NCc4ccccc4)CC3)cc2CC1C (configuration not stated)	106	108	106	104	-0.1	109	111	1
C=C1CCN([C@@H](CC(C)C)C(=O)N2CCOCC2)S(=O)(=O)c2ccccc21	103	94	99	94	0.1	112	95	0
CCN(CC)CCNC(=O)CCCNC(=O)Cn1cnc2sc(C)c(C)c2c1=O	96	96	88	119	0.1	93	94	0
COC(=O)c1ccc(COC(=O)CCS(=O)(=O)c2ccc(C)cc2)cc1	108	107	110	98	0.0	91	101	0
NS(=O)(=O)c1cccc(NC(=O)Cn2cnc3ccccc3c2=O)c1	100	95	97	93	-0.1	104	·	2
Cc1nnc(N2C(=O)C(O)=C(C(=O)c3ccco3)C2c2cccc3ccccc23)s1 (configuration not stated)	103	102	96	122	0.0	110	103	19
COc1ccc(OCc2cc(C(=O)O)c(C)o2)cc1	103	95	114	104	0.1	118	101	2
CCOCCOCN(C#N)c1nc(OC)nc(N(C)C)n1	97	104	99	102	0.0	102	102	-3
COc1ccc(NC(=O)CSc2n[nH]c(N)n2)c([N+](=O)[O-])c1	104	104	104	97	0.2	105	104	3
COc1ccc(/C=N/n2cnnc2)cc1Cn1nc(C)c([N+](=O)[O-])c1C	103	106	98	95	-0.1	95	102	1
Cc1cc(N2CCC(C)CC2)n2nc(C)c(-c3ccccc3)c2n1	104	100	105	98	0.0	96	97	1
COC(=O)c1cccc(N(C(=O)c2ccco2)C(C(=O)NC2CCCC2)c2ccc(N3CCOCC3)cc2)c1 (configuration not stated)	103	104	104	85	0.1	90	98	4
COc1ccc2nc(N(CCN(C)C)C(=O)c3ccc4c(c3)OCCO4)sc2c1	97	147	117	95	-0.1	99	110	5
CC(C)(C)OC(=O)C[C@@H]1C/C=C\C[C@H](CC(=O)NCCO)C(=O)N2CCC[C@H]2COC1=O	91	91	96	81	0.2	96	93	0
CC(=O)C1C(c2ccncc2)NC(=O)NC1(O)C(F)(F)F (configuration not stated)	?	?	?	114	-0.1	?	?	0
Cc1ccc(S(=O)(=O)N2CCN(C(=O)CC(C)n3cncn3)CC2)cc1C (configuration not stated)	109	105	100	107	0.0	95	102	-1
O=C(CSc1nnnn1-c1ccc(F)cc1)c1ccc(O)c(O)c1	95	93	100	101	0.3	110	97	11
N#CCSc1nccc(-c2cc(Cl)sc2Cl)n1	107	115	110	125	0.2	90	107	1
CCC(C(=O)NCc1ccco1)N(C(=O)CNS(=O)(=O)c1ccc(F)cc1)c1ccccc1F (configuration not stated)	96	102	99	100	0.0	99	97	1
CN(C)c1nc(N)c([N+](=O)[O-])c(NCc2ccccc2)n1	104	104	104	96	-0.1	102	97	13
CCc1ccc(NC(=O)NCC2CCN(Cc3cccc(Cl)c3)CC2)cc1	100	102	97	106	0.0	87	96	1
O=C(Oc1ccc(NC2=NS(=O)(=O)c3ccccc32)cc1)c1cccnc1	97	95	96	106	0.3	100	99	0
O=C(Cn1c(=O)c(=O)n(Cc2ccccc2)c2ccc(Cl)cc21)NCC1CCCO1 (configuration not stated)	95	93	89	96	-0.1	85	88	-1
CCCN(CC(=O)Nc1ccccc1C)C(=O)C1CC(=O)N(c2ccccc2C(C)CC)C1 (configuration not stated)	105	96	111	99	-0.2	98	105	11
COc1ccccc1N1CCN(C(c2cccs2)C(C)NC(=O)c2ccco2)CC1 (configuration not stated)	96	95	95	109	0.2	103	99	1
CNC(=O)CC1C(=O)N(c2ccc(F)cc2)C(=S)N1NC(=O)c1ccc(Cl)cc1 (configuration not stated)	97	93	100	99	0.0	93	84	0
COc1ccc(OC)c(-c2csc(NC(=O)CSc3ccccc3)n2)c1	109	103	114	105	-0.2	106	101	13
c1csc(-c2csc(-c3cccs3)n2)c1	96	91	100	102	0.0	96	95	25
COc1cccc(/C=N/NC(=O)CCn2c3ccccc3c3ccccc32)c1	105	103	104	92	-0.1	98	105	73*
CCOC(=O)N1CCN(C(=O)c2cc(COc3cccc(C(F)(F)F)c3)on2)CC1	101	92	106	104	0.0	100	101	4
CCOc1ccccc1NCc1cc(=O)oc2cc(C)ccc12	107	102	105	96	0.0	98	102	26
O=C(O)c1ccc(CSc2nnc(-c3ccco3)o2)cc1	103	104	99	101	0.0	103	105	1
CN=c1scc(-c2ccc(OC)cc2)n1/N=C(\C)c1cccnc1	95	87	99	89	0.2	105	88	5
O=C(NCc1ccc(Cl)cc1)C1CCN(S(=O)(=O)c2cccc3nonc23)CC1	101	107	107	94	-0.1	100	102	5
COc1ccc(NC(=O)COC(=O)c2ccc(N3CCCC3=O)cc2)cc1	98	103	99	98	-0.1	97	105	3
O=C(NCC1CCCN(C(=O)c2cscn2)C1)c1ccccc1Cl (configuration not stated)	106	80	100	79	0.0	103	99	2
COc1ccc(/C=N/Nc2cc(C)nc3ccc(Br)cc23)cc1	100	102	104	89	-0.1	96	96	71*

Molecules listed so far with bromine:
Molecule	RPL19A TOR yeast	CIT2 TOR yeast	MEP2 TOR yeast	Yeast superoxide	Efflux pump mplx	LAP4 TOR yeast	AGP1 TOR yeast	AHR act
CCc1cc(Br)ccc1N1C(=O)C2CC=CCC2C1=O (configuration not stated)	99	97	99	109	0.0	101	102	1
COc1ccc(/C=N/Nc2cc(C)nc3ccc(Br)cc23)cc1	100	102	104	89	-0.1	96	96	71*

Of the compounds above, these have a CF3 group.
Molecule	RPL19A TOR yeast	CIT2 TOR yeast	MEP2 TOR yeast	Yeast superoxide	Efflux pump mplx	LAP4 TOR yeast	AGP1 TOR yeast	AHR act
CC(=O)C1C(c2ccncc2)NC(=O)NC1(O)C(F)(F)F (configuration not stated)	?	?	?	114	-0.1	?	?	0
CCOC(=O)N1CCN(C(=O)c2cc(COc3cccc(C(F)(F)F)c3)on2)CC1	101	92	106	104	0.0	100	101	4

Other compounds follow.
Molecule	RPL19A TOR yeast	CIT2 TOR yeast	MEP2 TOR yeast	Yeast superoxide	Efflux pump mplx	LAP4 TOR yeast	AGP1 TOR yeast	AHR act
O=S(=O)(c1ccccc1)N1CCN=C1SCc1cccnc1	104	102	99	108	0.1	92	97	2
CCOC(=O)CNC(=O)CSc1nc2c(C)cccc2cc1CC	96	97	105	113	-0.1	113	111	5
Cc1cccnc1NC(=O)CSc1nnc(CNC(=O)c2cccc([N+](=O)[O-])c2)n1C	101	·	90	125	-0.1	107	106	-2
CC(C)(C)c1ccc(C(=O)c2c[nH]c(C(=O)O)c2)cc1	106	105	103	110	0.1	102	108	3
COc1cc(/C=C/C(=O)O)cc(S(=O)(=O)NCCCC(=O)O)c1OC	95	95	97	95	0.0	108	108	0
CCOC(=O)CSc1nnc(N)s1	99	106	101	93	-0.1	96	100	1
Cc1cc(=O)[nH]c(SCc2cc(=O)n3nc(C)sc3n2)n1	97	93	129	106	-0.2	98	100	1
CCOc1ccc(/C=N/NC(=O)c2c(C)n(C)c3ccc(OC)cc23)cc1	102	106	104	117	-0.1	100	106	11
CCCCC(O)(CCCC)C(=O)N/N=C(\C)c1ccc(Cl)cc1	106	101	96	98	-0.1	109	112	1
CCCS(=O)(=O)Nc1cccc(-c2nc3cccnc3s2)c1	99	113	100	107	-0.2	106	101	91*
O=C(O)c1ccc2c(c1)C(=O)N(c1ccc(/C=C/C(=O)c3ccccc3)cc1)C2=O	100	87	89	100	-0.1	120	93	1
Cn1c(=O)cc(OCCCC(=O)NCc2ccco2)c2ccccc21	86	87	89	92	0.3	91	93	0
C=CCOC(=O)C1=C(C)Nc2[nH]c(=O)[nH]c(=O)c2C1c1ccccc1 (configuration not stated)	102	100	98	100	0.1	92	97	4
C[C@@H](C(=O)Nc1ccc2c(c1)OCCO2)n1c(=O)[nH]c2ccccc2c1=O	103	106	97	93	-0.3	106	109	1
COc1ccc(/C=N\NC(=O)COc2ccc(C(C)(C)C)cc2)cc1Cn1nc(C)cc1C	106	105	106	100	0.2	107	106	15
COc1ccc(-c2ccnc(SCC(=O)N3CCOCC3)n2)cc1	94	94	93	114	0.0	92	92	1
Cc1ccccc1S(=O)(=O)NCc1ccc(N2CCN(C)CC2)cc1	99	100	99	112	0.0	107	106	0
Cc1ccccc1SC1CCN(C(=O)C2CCC(=O)N(C3CC3)C2)CC1 (configuration not stated)	103	103	109	118	0.1	100	103	0
O=C(c1ccc(-c2cccc(C(F)(F)F)c2)o1)N1CCCCCCC1	99	93	104	91	0.0	106	96	2
Nc1ccc(C(=O)OCC(=O)N2CCOCC2)cc1[N+](=O)[O-]	106	103	105	111	-0.1	100	108	-1
CCCSc1nc2c(c(=O)[nH]c(=O)n2C)n1Cc1ccccc1	96	95	100	108	0.0	83	87	3
Cc1ccc(C)c2nc(Cl)c(C3NC(=O)c4ccccc4N3)cc12 (configuration not stated)	100	101	96	90	-0.1	115	106	10
CCn1nc(C)cc1C(=O)N1CCCC(N2CCN(c3ccccc3OC)CC2)C1 (configuration not stated)	96	102	95	98	-1.0	85	98	-2
C=CCNC(=O)/C(C#N)=C/c1c(N2CCN(c3cccc(Cl)c3)CC2)nc2c(C)cccn2c1=O	88	91	93	97	0.0	·	98	10
CCSc1nnc(NC(=O)Cc2ccccc2OC)s1	103	99	98	95	-0.1	103	101	8
CC1CCN(C(=O)c2cccc(S(=O)(=O)N3CCCc4ccccc43)c2)CC1	100	104	102	102	-0.1	108	111	2
COC(=O)COc1ccc(C(=O)OC)cc1	101	93	105	98	-0.1	103	100	-1
NNc1nc2c(-c3ccc(F)cc3)nnn2c2ccccc12	71	74	99	108	-0.3	121	64	102*
CCN(CCCNS(=O)(=O)c1ccc2c(c1)CCN2C(C)=O)c1cccc(C)c1	102	98	100	94	0.5	94	100	3
CC12CCC(C(=O)N/N=C/c3ccc(O)cc3O)(OC1=O)C2(C)C (configuration not stated)	102	108	110	90	-0.1	108	104	0
CCCS(=O)(=O)N1CCC(C(=O)c2cccc(C(F)(F)F)c2)CC1	103	133	186*	103	0.3	156*	103	-2
COC(=O)Cn1c(=N)n(CCN2CCCCC2)c2ccccc21	90	98	97	90	-0.1	93	92	-3

Compound activity deposited in PubChem BioAssay by several laboratories.

No enrichment for hits; overall some 3.9% were active at least once.
